uPA surface inh: qHTS for Inhibitors of Cell Surface uPA Generation. cell surface uPA generation assay, qHTS. Potency, µM (highest dose often 38.3 µM), for inactives: top-dose activity change, negative = inhibition, actives largely listed as inhibitors. actives 0.31% (n = 330,000). AID 540303, 2011; active = well fitted inhibition curve with a large enough effect; inconclusive = small, poorly fitted or top-dose-only effect; inactive = no such curve, though single readings can be large or run the other way; tested in mouse RAW 264.7 cells; note: potency is the fitted concentration of half-maximal effect; % is set by controls: 0 for no effect and ±100 for the full control effect; nearly all actives have a fitted effect of over 55% in size
Rab9 promoter act: qHTS Assay for Rab9 Promoter Activators | Huh7 Rab9 promoter-luciferase reporter, luminescence, 24 h | Potency, µM (titrated, usually from 9.22 µM), for inactives: at the top dose activation, negative = inhibition, most hits filed as activators | actives 2.8% (n = 320,000); note: potency is the fitted concentration of half-maximal effect; % of control where 0% means no effect; nearly all actives have a fitted effect of over 60% in size
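Cells were plated at 1500 per well in reduced-serum medium with 10% FBS and left 2 h. Compound in DMSO was then added for 24 h at 37 °C. Reporter signal was read by luminescence after 10 min with luciferase detection reagent.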
Giardia kill: Small Molecules that selectively kill Giardia lamblia: qHTS; activity change, % at 7.66 µM, hits read low; actives 0.15% (n = 340,000); Giardia lamblia trophozoite viability; AID 540267, 2011; in the data active = activity change below about -80%; inconclusive = between about -30% and that limit;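 note: parasites exposed to compound for two days anaerobically before the ATP read; % is set by controls: 0 for no effect and ±100 for the full control effect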
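ATP-content bioluminescence gauges trophozoite survival. Cells (100/well) receive compound and incubate anaerobically for 48 hrs at 37 deg C; detection reagent follows for 15-30 min at room temperature.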
RORgamma inh: qHTS for inhibitors of ROR gamma transcriptional activity | Nuclear receptor ROR-gamma (Mus musculus), P51450 | Drosophila S2 Gal4-RORgamma UAS-luciferase reporter, 20 h | Potency, µM (doses to about 53.6 µM), inactives show at the top dose activity change, negative = inhibition, most hits filed as inhibitors | actives 5.4% (n = 310,000) | AID 2551, 2010; note: potency is the fitted concentration of half-maximal effect; % is set by controls: 0 for no effect and ±100 for the full control effect; nearly all actives have a fitted effect of over 60% in size
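Read-out: Photinus luciferase luminescence; inhibitors lower reporter signal. Insect Schneider cells with Gal4-ROR gamma fusion under metallothionein promoter, UAS reporter; 700 uM final copper sulfate induction, 20 hr, ambient temperature.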
ELG1 genotoxic: qHTS screen for small molecules that induce genotoxicity in human embryonic kidney (HEK293T) cells expressing luciferase-tagged ELG1. HEK293T ELG1-luciferase reporter, luminescence, 16 h. Potency, µM (series often up to 46 µM), for the others: at the highest dose activity change, positive = activation, usual class: activators. actives 1.3% (n = 330,000); note: potency is the fitted concentration of half-maximal effect; % of control where 0% means no effect; nearly all actives have a fitted effect of over 60% in size
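Luminescence read-out: rising ELG1-luciferase signal, reflecting elevated ELG1 protein under genetic stress, flags genotoxic compounds. Cells were treated for 16 hr at 37 °C before ONE-Glo detection.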
Tb PFK inh: qHTS Assay to Find Inhibitors of T. brucei phosphofructokinase. ATP-dependent 6-phosphofructokinase (Trypanosoma brucei brucei), O15648. T. brucei PFK, ADP-Glo luminescence. Potency, µM (series often up to 57.5 µM), for inactives: top-dose activity, negative = inhibition, actives largely listed as inhibitors. actives 0.17% (n = 330,000);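 note: potency is the fitted concentration of half-maximal effect; 0% = uninhibited 1x PFK enzyme wells and -100% = no-enzyme wells; nearly all actives have a fitted effect of over 60% in size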
Target sequence (O15648 whole entry, looked up): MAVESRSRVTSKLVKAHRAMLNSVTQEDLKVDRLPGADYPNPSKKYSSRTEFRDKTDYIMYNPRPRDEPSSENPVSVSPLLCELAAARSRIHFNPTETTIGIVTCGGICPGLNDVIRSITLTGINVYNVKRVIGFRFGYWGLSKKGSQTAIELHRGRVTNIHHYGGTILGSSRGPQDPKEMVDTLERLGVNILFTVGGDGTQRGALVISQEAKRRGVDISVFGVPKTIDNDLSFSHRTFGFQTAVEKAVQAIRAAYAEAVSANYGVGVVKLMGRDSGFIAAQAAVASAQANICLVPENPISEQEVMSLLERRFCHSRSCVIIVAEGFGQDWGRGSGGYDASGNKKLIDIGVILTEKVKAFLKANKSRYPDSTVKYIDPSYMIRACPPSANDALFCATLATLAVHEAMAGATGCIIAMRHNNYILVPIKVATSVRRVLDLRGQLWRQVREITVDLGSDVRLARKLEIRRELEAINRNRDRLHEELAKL
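In TEA buffer at pH 8.0 with 5 mM MgCl2, enzyme (1.25 nM) converted F6P (0.5 mM) and ATP (0.1 mM) for 45 min at room temperature. ADP product was read by luciferase luminescence.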
KCNH2 3.1 inh: qHTS for Inhibitors of KCHN2 3.1: Mutant qHTS. Potassium voltage-gated channel subfamily H member 2, brain isoform KCNH2 3.1 (human). U2OS KCNH2 3.1, thallium flux FluxOr; stronger effect = lower value. activity change, % (tested at about 1.8 µM). actives 0.95% (n = 340,000). AID 720553, 2013;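 active = maximum activity change below -70%; inconclusive = maximum activity change from -70% to -50%; inactive = maximum activity change above -50%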;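 note: thallium influx rate constant from kinetic fluorescence after stimulation buffer; % is set by controls: 0 for no effect and ±100 for the full control effect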
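Thallium flux read-out: FluxOr dye with Red40 quencher in HBSS/HEPES, 45 min at RT. Rate constants from kinetic reads were normalized to positive and negative DMSO controls. Cells: U2OS virally expressing the 3.1 isoform.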
NPC1 prom act: qHTS Assay for NPC1 Promoter Activators; Huh7 NPC1 promoter luciferase reporter, 24 h; Potency, µM (titrated, usually from 9.22 µM), without a hit: top-dose activation, actives largely listed as activators; AID 485313, 2010; actives 2.4% (n = 320,000);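 note: potency is the fitted concentration of half-maximal effect; % of control where 0% means no effect; nearly all actives have a fitted effect of over 60% in size; reporter is driven by a mutant NPC1 promoter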
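Huh7 cells stably carrying NPC1 promoter–luciferase, plated in Opti-MEM with 10% FBS for 2 h, were exposed to compound in DMSO for 24 h at 37 °C; luciferase reagent was added for 10 min and luminescence read.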
VP16 counter: VP16 counterscreen qHTS for inhibitors of ROR gamma transcriptional activity | Drosophila S2 Gal4-VP16 UAS-luciferase, luminescence, 20 h | Potency, µM (titrated, usually from 53.6 µM), for inactives: at the top dose activity, negative = inhibition, usual class: inhibitors | actives 3.5% (n = 310,000);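 note: Gal4-VP16 expression switched on by copper sulfate through the metallothionein promoter; potency is the fitted concentration of half-maximal effect; % is set by controls: 0 for no effect and ±100 for the full control effect; nearly all actives have a fitted effect of over 50% in size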
FBPA coupling cs: qHTS Assay for Inhibitors of Fructose-1,6-bisphosphate Aldolase from Giardia Lamblia: Coupling assay counterscreen. coupling enzyme system counterscreen, AmpLite Red fluorescence. activity change, negative = inhibition, % at 58.2 µM, hits read low. actives 0.67% (n = 290,000). AID 2472, 2010; in the data active = activity change below about -30%; note: % is set by controls: 0 for no effect and ±100 for the full control effect
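Compounds tested against the coupling enzymes alone at 57.5 uM final; readout was AmpLite Red fluorescence (525/598 nm) after 20 min at RT.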
FLuc counter: qHTS profiling assay for firefly luciferase inhibitor/activator using purifed enzyme and Km concentrations of substrates (counterscreen for miR-21 project) | purified FLuc, Km substrates, luminescence inhibition | Potency, µM (series often up to 57.5 µM), inactives show top-dose activity change, negative = inhibition, usual class: inhibitors | Luciferin 4-monooxygenase (Photinus pyralis), P08659 | AID 588342, 2011 | actives 6.9% (n = 360,000);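 note: potency is the fitted concentration of half-maximal effect; plate controls were vehicle for no effect and reference inhibitor for full effect; nearly all actives have a fitted effect of over 55% in size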
Target sequence (P08659 whole entry, looked up): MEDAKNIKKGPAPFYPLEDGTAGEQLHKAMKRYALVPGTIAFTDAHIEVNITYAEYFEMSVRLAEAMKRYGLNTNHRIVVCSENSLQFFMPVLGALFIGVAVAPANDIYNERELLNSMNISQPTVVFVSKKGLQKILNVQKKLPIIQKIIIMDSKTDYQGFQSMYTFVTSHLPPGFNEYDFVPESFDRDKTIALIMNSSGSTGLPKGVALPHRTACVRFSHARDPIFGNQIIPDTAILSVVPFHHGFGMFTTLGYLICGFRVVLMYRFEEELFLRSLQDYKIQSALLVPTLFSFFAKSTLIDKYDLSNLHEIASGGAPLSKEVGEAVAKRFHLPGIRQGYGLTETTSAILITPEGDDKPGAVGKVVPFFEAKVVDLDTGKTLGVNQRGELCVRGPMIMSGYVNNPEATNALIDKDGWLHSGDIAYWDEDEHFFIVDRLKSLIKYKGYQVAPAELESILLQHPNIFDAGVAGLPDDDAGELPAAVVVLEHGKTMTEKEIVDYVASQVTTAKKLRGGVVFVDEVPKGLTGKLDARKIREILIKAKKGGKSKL
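Purified P. pyralis luciferase (10nM final) with 10uM D-luciferin and 10uM ATP (Km levels) in 50mM Tris acetate pH 7.5, 10mM Mg acetate, 0.01% Tween-20, 0.05% BSA; qHTS 6-point titration, ~60 µM downward; luminescence read.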
Numbers without * were called inactive; ? = inconclusive; · = no result given; [ ] = remark or other dose. Unless noted, calls come from the whole dose curve; as a rule, active = well fitted curve in the direction sought with a large enough effect; inconclusive = small, poorly fitted or top-dose-only effect, or another doubt; inactive = no such curve, though single readings can be large; an effect the other way counts as inactive or inconclusive.

Molecule | uPA surface inh | Rab9 promoter act | Giardia kill | RORgamma inh | ELG1 genotoxic | Tb PFK inh | KCNH2 3.1 inh | NPC1 prom act | VP16 counter | FBPA coupling cs | FLuc counter
O=C(COc1ccccc1)Nc1ncn[nH]1 | 6% | 11% | -13 | -1% | 8% | -5% | 9 | 13% | -12% | 2 | -13%
CCOC(=O)c1cc2n(c1C)-c1ccccc1C2=O | -2% | ? | -12 | -16% | 15% | 4% | 3 | ? | -5% | -1 | ?
CCc1nnc(NS(=O)(=O)c2ccc(NC(=O)c3cccc(Br)c3)cc2)s1 | 2% | 1% | -1 | 19% | 1%[9.26 µM] | 13% | -27 | -3% | -2% | 6 | -15%
O=C(CCN1C(=O)c2ccccc2C1=O)Nc1cccc(O)c1 | 12% | 2% | -18 | -9% | -3% | 2% | -5 | 1% | 0% | 1 | 6%
Oc1ccc(Oc2ccc(Oc3ccc(O)cc3)cc2)cc1 | ? | 2% | 1 | -7% | 8% | -5% | 10 | 19% | -14% | 3 | ?
COc1ccccc1Nc1ccncc1[N+](=O)[O-] | 12% | -14% | -6 | 7% | -1% | 0% | 14 | -9% | ? | -3 | -12%
CCNc1ccc(Br)cc(C(=O)/C=C/c2c(Cl)cccc2Cl)c1=O | -13% | 1% | 4 | 10µM* | -8% | 14% | -4 | 0% | ? | -18 | 0%
Cn1nc(C(=O)OCC(=O)c2ccc(Br)cc2)c2ccccc2c1=O | 2% | 1% | -1 | · | -1% | -7% | 0 | 1% | · | · | 0%
CN(C)c1ccnc(C(=O)O)c1 | 4% | 12% | 2 | -2% | 2% | -8% | 3 | -5% | 2% | 0 | -4%
Cc1cc(C)cc(OCC(=O)Nc2ccc(N3CCOCC3)cc2N2CCOCC2)c1 | 7% | -3% | -10 | · | -3% | 1% | 8 | -2% | · | · | 2%
CCC1(CC)Cc2ccccc2C2=C(C(=O)N3CCCCC3)C(=O)C(=O)N21 | 0% | -3% | 4 | -8% | 1% | 3% | -5 | -2% | -18% | -34* | -6%
O=C(c1ccccc1NS(=O)(=O)c1cccc([N+](=O)[O-])c1)N1CCOCC1 | · | -5% | 2 | -3% | -3% | -1% | 10 | 0% | -1% | 1 | 3%
Cc1cc(C)c(C(=O)COC(=O)CNC(=O)c2ccccc2C)c(C)c1 | 2% | -3% | -3 | · | -1% | 0% | 1 | 1% | · | · | 7%
Cc1ccc(C(=O)Nc2ccccc2N2CCN(C(=O)C(C)C)CC2)cc1C | 4% | 1% | 13 | -5% | -5% | 5% | -13 | 17% | -12% | 3 | 0%
CC(=O)Nc1ccc(OCC(=O)NCc2ccc3c(c2)OCO3)cc1 | 2% | -8% | 10 | 12% | -2% | -2% | 7 | 1% | -7% | 4 | 4%
CC(=O)c1c(C)[nH]c(C(=O)OCC(=O)N2c3ccccc3NC(=O)C2(C)C)c1C | 6% | 0% | -4 | -1% | 4% | -1% | 8 | 0% | 7% | 0 | -1%
Cc1ccccc1OCCC(=O)OCC(=O)NC(C)c1ccccc1 (stereo not given) | 3% | 1% | 10 | -7% | 7% | 1% | -8 | 1% | -6% | 3 | 0%
CCC(C)NC(=O)CN(c1cc(Cl)cc(Cl)c1)S(C)(=O)=O (stereo not given) | -5% | -4% | -1 | 13% | 0% | -10% | 2 | -2% | 2% | 0 | 0%
COc1cccc(NC(=O)CSc2nc(C3CC3)nc3ccccc23)c1 | -1% | -8% | -4 | 2% | -13% | 3% | 11 | -3% | 18% | -2 | 2%
CCc1ccccc1N(CC(=O)N1CCN(c2ccccc2)CC1)S(C)(=O)=O | 2% | 1% | -12 | -2% | -7% | 2% | 13 | -2% | -8% | 4 | 3%
Cc1ccc(NC(=O)CN(C)C(=O)c2ccc(C(F)(F)F)cc2)cc1 | 6% | 1% | 0 | 40% | 2% | 0% | 26 | -1% | 2% | -1 | -3%
Cc1noc(C)c1C(=O)Nc1cccc(S(=O)(=O)N2CCCCC2)c1 | 8% | -2% | -8 | · | -1% | -6% | 7 | -2% | · | · | -1%
COc1ccc(CN2C(=NC(=O)C3CCCO3)SC3CS(=O)(=O)CC32)cc1OC (stereo not given) | 4% | -5% | 12 | 2% | -1% | 11% | -13 | -4% | 5% | · | -1%
COc1ccc(OC)c(NC(=O)CSc2nnc(CNC(=O)c3cc(OC)c(OC)c(OC)c3)o2)c1 | 2% | 7% | -5 | -4% | 4% | 2% | 3 | 0% | -10% | · | 0%
COc1ccc(NC(=O)COc2nc3ccccc3nc2N2CCOCC2)c(OC)c1 | 1% | 1% | -4 | 1% | 1% | -4% | 25 | -3% | -3% | 1 | -1%
CCCOc1cccc(C(=O)Nc2cccc3ncccc23)c1 | -2% | 7% | -3 | 14% | 0% | -1% | 11 | 4% | -5% | 2 | -12%
Oc1ccc(Cl)cc1CNCc1ccc(C(F)(F)F)cc1 | 17% | 6% | ? | · | 4% | -4% | 2 | 0% | · | · | 2%
Nc1nc2n(n1)C(c1ccco1)CC(c1ccc(Cl)cc1)N2 (stereo not given) | -2% | -11% | 6 | -1% | 0% | 0% | -18 | -1% | -2% | 1 | 7%
CC(C)NC(=O)c1cc2c(C(F)(F)F)nn(C)c2s1 | -7% | 5% | -22 | 20% | -1% | -7% | 32 | 0% | -10% | -9 | -1%
CCCC(C)C(=O)Nc1ccc(F)c(Cl)c1 (stereo not given) | -3% | -2% | -5 | 6% | -5% | -11% | -24 | -2% | 6% | -2 | 4%

The final 3 compounds of the section above are carried over, then new ones follow.
Molecule | uPA surface inh | Rab9 promoter act | Giardia kill | RORgamma inh | ELG1 genotoxic | Tb PFK inh | KCNH2 3.1 inh | NPC1 prom act | VP16 counter | FBPA coupling cs | FLuc counter
Nc1nc2n(n1)C(c1ccco1)CC(c1ccc(Cl)cc1)N2 (stereo not given) | -2% | -11% | 6 | -1% | 0% | 0% | -18 | -1% | -2% | 1 | 7%
CC(C)NC(=O)c1cc2c(C(F)(F)F)nn(C)c2s1 | -7% | 5% | -22 | 20% | -1% | -7% | 32 | 0% | -10% | -9 | -1%
CCCC(C)C(=O)Nc1ccc(F)c(Cl)c1 (stereo not given) | -3% | -2% | -5 | 6% | -5% | -11% | -24 | -2% | 6% | -2 | 4%
O=C(NCc1ccccn1)c1cc(-c2ccc(Br)cc2)nc2ccccc12 | -8% | -5% | 23 | -2% | -15% | -1% | -12 | -2% | -5% | 0 | ?
COc1cc(C(=O)NNC(=O)CNC(=O)c2ccc(Br)o2)cc(OC)c1OC | 6% | -3% | 3 | 0% | 5% | 1% | -3 | -5% | -11% | · | 1%
COc1cccc(CNC(=O)CCC2CCCN(C(=O)c3ccc(OC)o3)C2)c1 (stereo not given) | 4% | 28% | -3 | ? | 8% | -18% | -2 | 11% | ? | 1 | ?
CCC(=O)NC(=S)Nc1ccc(NC(=O)c2cc3ccccc3o2)c(OC)c1 | 4% | 15% | -19 | 4.5µM* | 5% | 1% | 1 | -3% | ? | 0 | 0%
O=[N+]([O-])c1cc(Cl)ccc1N1CCCC1 | -3% | -4% | -9 | 8% | 1% | -5% | · | -3% | -1% | 2 | -3%
CCOC(=O)C1=C(C)N(Cc2ccc(C(=O)O)cc2)C(=O)NC1c1ccc([N+](=O)[O-])cc1 (stereo not given) | 11% | -1% | 8 | 26% | 1% | -1% | -3 | -6% | 17% | 5 | -2%
O=C(CN1CCC(O)(c2ccc(F)cc2)CC1)NCc1ccc(F)cc1 | -4% | 0% | 2 | 46% | 1% | -4% | -5 | 1% | -7% | 13 | 0%

Source: PubChem BioAssay (National Center for Advancing Translational Sciences (NCATS))
